Screening results: PubChem, Sanford-Burnham Center for Chemical Genomics
SENP8 block-1: blocks human SENP8 cleavage of Nedd8 substrate; Q96LD8; inhibition, % at 20 µM; actives 0.64% (n = 360,000); AID 602440; recombinant SENP8, Nedd8 substrate fluorescence; in the data active means inhibition mostly above about 40%, no sharp cut-off; inactive means mostly below about 27%
Target sequence (Q96LD8 whole entry, looked up): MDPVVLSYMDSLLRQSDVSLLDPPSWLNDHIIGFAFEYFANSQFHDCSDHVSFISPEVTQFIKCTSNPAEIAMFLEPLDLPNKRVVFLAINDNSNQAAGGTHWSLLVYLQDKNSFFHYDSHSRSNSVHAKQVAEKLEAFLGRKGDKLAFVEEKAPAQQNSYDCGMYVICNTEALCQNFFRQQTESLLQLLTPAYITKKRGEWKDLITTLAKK
SENP8 block-2: inhibitors of human SENP8 protease; Q96LD8; purified SENP8, Z-RLRGG-aminoluciferin cleavage, luminescence; inhibition, % at 10 µM; actives 1.2% (n = 330,000); AID 2540; in the data active means inhibition above about 50%
SENP7 block: inhibitors of human SENP7 protease; inhibition, % at 5 µM; recombinant SENP7, Z-RLRGG-aminoluciferin luminescence, 40 min; actives 1.5% (n = 330,000); AID 434973; Q9BQF6;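 active means inhibition above about 50% at the single test dose, limit read from the data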;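 further: plate controls were DMSO with enzyme for no effect and no enzyme buffer wells for full effect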
Apaf-1 inh: human Apaf-1 inhibition; inhibition, % at 20 µM; reconstituted apoptosome caspase-3 activity, DEVD-Rh110 fluorescence; actives 0.71% (n = 330,000); O14727; active means inhibition of at least 40% at 20 µM;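 further: plate controls were DMSO wells for no effect and DEVD-CHO caspase inhibitor wells for full effect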
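Assay system – apoptosome proteins · Medium – Hepes buffer, pH 7.5 · Also added – cytochrome c with DEVD-Rh110 · Timing – 30 min compound preincubation, 50 min activation, room temperature · Detection – Rh110 fluorescence, excitation 480 nm, emission 540 nm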
SENP6 inh: SENP6 protease inhibition; AID 2599; inhibition, % at 10 µM; Recombinant SENP6 catalytic domain, aminoluciferin luminescence; actives 1.8% (n = 330,000); Q9GZR1;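 active means inhibition above about 50% at the single tested dose, limit read from the data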;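 further: plate controls were DMSO wells with enzyme for no effect and DMSO wells lacking enzyme for full effect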
SENP1 inh: inhibitors of human SENP1 SUMO protease catalytic domain; recombinant SENP1 catalytic domain, CyPet-SUMO1-YPet FRET cleavage; inhibition, % at 10 µM; actives 0.21% (n = 360,000); AID 624204;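 active means inhibition at least 30% at 10 µM, raw YFP signal under a set limit, fluorescence ratio 0.5 to 1.5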;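 further: 0% = enzyme with DMSO and 100% = no enzyme wells; some results filed as inactive read as strong as hits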
Target sequence (Q9P0U3 419-644 limits assumed): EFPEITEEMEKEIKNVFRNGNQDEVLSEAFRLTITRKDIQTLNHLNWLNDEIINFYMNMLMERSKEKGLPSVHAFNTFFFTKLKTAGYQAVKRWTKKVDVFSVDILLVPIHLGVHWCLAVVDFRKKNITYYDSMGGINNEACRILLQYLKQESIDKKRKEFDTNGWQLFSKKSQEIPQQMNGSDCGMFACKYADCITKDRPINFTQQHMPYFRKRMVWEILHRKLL
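Assay system: hSENP1 catalytic domain, recombinant. Amount: SENP1 enzyme, 20 pM final. Schedule: 50 min reaction, RT, dark. Technique: FRET, CFP and YFP emission. Control set: no-enzyme wells low, DMSO-plus-enzyme wells high control.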
UBC13 polyUb: inhibitors of human UBC13 polyubiquitin chain formation; P61088; TR-FRET; inhibition, % at 20 µM; actives 0.47% (n = 330,000); in the data active means inhibition above about 45%, passing the limit was not always enough
Target sequence (P61088 whole entry, looked up): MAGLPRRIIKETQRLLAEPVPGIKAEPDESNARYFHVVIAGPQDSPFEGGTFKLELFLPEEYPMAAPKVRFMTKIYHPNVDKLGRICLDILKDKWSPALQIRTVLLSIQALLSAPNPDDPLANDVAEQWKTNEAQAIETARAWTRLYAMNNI
A3G deaminase: blocks human APOBEC3G single-stranded DNA deamination. Q9HC16. recombinant A3G, ssDNA deamination FAM/TAMRA fluorescence. inhibition, % at 20 µM. actives 0.28% (n = 330,000). AID 493012;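 active means inhibition of at least 40% at 20 µM, with no more than 30% in the related APOBEC3A deaminase screen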;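 further: plate controls were DMSO wells with A3G for no effect and wells lacking A3G enzyme for full effect; some compounds called inactive have numbers as strong as hits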
Target sequence (Q9HC16 whole entry, looked up): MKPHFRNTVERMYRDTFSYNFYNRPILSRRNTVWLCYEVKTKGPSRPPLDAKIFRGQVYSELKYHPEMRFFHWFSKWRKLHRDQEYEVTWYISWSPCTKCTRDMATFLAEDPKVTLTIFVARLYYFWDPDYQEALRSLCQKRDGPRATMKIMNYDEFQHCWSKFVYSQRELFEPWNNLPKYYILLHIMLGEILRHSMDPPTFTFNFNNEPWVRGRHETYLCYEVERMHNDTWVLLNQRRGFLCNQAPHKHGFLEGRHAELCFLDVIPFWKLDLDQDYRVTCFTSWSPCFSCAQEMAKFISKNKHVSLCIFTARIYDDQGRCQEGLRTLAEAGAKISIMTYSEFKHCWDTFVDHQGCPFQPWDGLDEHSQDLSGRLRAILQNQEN
Starred values were filed as active, the others as inactive; · = no result given.

Labels used below: A = SENP8 block-1; B = SENP8 block-2; C = SENP7 block; D = Apaf-1 inh; E = SENP6 inh; F = SENP1 inh; G = UBC13 polyUb; H = A3G deaminase
[1] Cc1c(C(=O)c2ccccc2)c(=O)n(C)c(=O)n1C
  A = 5; B = 7; C = 5; D = -3; E = -2; F = 0; G = -2; H = -6
[2] NNC(=O)CSc1c(-c2cccs2)[nH]c2ccccc12
  A = -25; B = 5; C = 3; D = -4; E = 3; F = -1; G = -22; H = 0
[3] COc1cccc(C(=O)NNc2c3ccccc3nc3ccccc23)c1
  A = 7; B = -5; C = -4; D = 21; E = -23; F = -20; G = -238; H = -2
[4] CC(=O)Nc1cccc(NC(=O)CSc2ccc(C(F)(F)F)cc2[N+](=O)[O-])c1
  A = 40; B = -3; C = -4; D = -3; E = -25; F = 3; G = 3; H = -5
[5] CC(=O)c1cccc(OCC(O)CN2CCN(S(=O)(=O)c3c(F)cccc3F)CC2)c1 (configuration not stated)
  A = 24; B = -4; C = -3; D = 2; E = -3; F = 0; G = -11; H = 4
[6] COc1cccc(OC)c1C(=O)Nc1ccc(S(=O)(=O)N2CCCCC2)cc1
  A = 6; B = -8; C = -5; D = 10; E = -4; F = 4; G = -2; H = -5
[7] Cc1ccsc1/C=N/n1c(-c2ccccn2)n[nH]c1=S
  A = 18; B = -2; C = 5; D = -1; E = -2; F = 2; G = -13; H = 60*
[8] CC(OC(=O)c1ccc(NC(=O)CC#N)cc1)C(=O)Nc1ccc2c(c1)OCCO2 (configuration not stated)
  A = -14; B = 2; C = 5; D = 4; E = -9; F = -17; G = -12; H = -6
[9] COc1ccc(NC(=O)CSCc2cc(=O)n3cc(C)sc3n2)cc1
  A = 0; B = -17; C = -11; D = 2; E = -7; F = 0; G = -2; H = -10
[10] COc1cc(C(=O)NCC2CCCO2)ccc1OCc1ccc(Cl)cc1 (configuration not stated)
  A = 7; B = -15; C = 0; D = 3; E = -4; F = 0; G = -5; H = -5
[11] COc1ccccc1N1CCN(CC(=O)NCC2CCCO2)CC1 (configuration not stated)
  A = 20; B = 3; C = -1; D = -10; E = 0; F = 2; G = -6; H = -5
[12] CC(C)[C@H](NS(=O)(=O)c1ccccc1F)C(=O)NC1CCCCC1
  A = 8; B = -16; C = -4; D = 9; E = -28; F = -1; G = -2; H = -6
[13] N/C(=N\OC(=O)c1ccc([N+](=O)[O-])cc1)c1cccnc1
  A = 22; B = 9; C = 18; D = 0; E = 30; F = 2; G = -8; H = 0
[14] O=C(c1ccc(F)cc1)N1CCCCC(S(=O)(=O)c2ccccc2)C1=O (configuration not stated)
  A = 6; B = -7; C = -3; D = -9; E = 2; F = 4; G = 13; H = -7
[15] COc1ccc(C(=O)N/C(=C/c2ccc(Cl)cc2)C(=O)Nc2ccc(C(=O)O)cc2)cc1
  A = 20; B = 0; C = 1; D = 2; E = 3; F = 0; G = -3; H = -7

Gathered by group, those above containing a Cl atom
Labels used below: A = SENP8 block-1; B = SENP8 block-2; C = SENP7 block; D = Apaf-1 inh; E = SENP6 inh; F = SENP1 inh; G = UBC13 polyUb; H = A3G deaminase
[10] COc1cc(C(=O)NCC2CCCO2)ccc1OCc1ccc(Cl)cc1 (configuration not stated)
  A = 7; B = -15; C = 0; D = 3; E = -4; F = 0; G = -5; H = -5
[15] COc1ccc(C(=O)N/C(=C/c2ccc(Cl)cc2)C(=O)Nc2ccc(C(=O)O)cc2)cc1
  A = 20; B = 0; C = 1; D = 2; E = 3; F = 0; G = -3; H = -7

Following part
Labels used below: A = SENP8 block-1; B = SENP8 block-2; C = SENP7 block; D = Apaf-1 inh; E = SENP6 inh; F = SENP1 inh; G = UBC13 polyUb; H = A3G deaminase
[16] C=CCOC(=O)C1=C(C)NC(SCC(=O)Nc2ccccc2)=C(C#N)C1c1ccco1 (configuration not stated)
  A = -110; B = 4; C = 4; D = 25; E = 0; F = -2; G = 5; H = 0
[17] CC(C)(C)c1nc2c(C#N)c(-c3ccc(Cl)cc3)ccn2n1
  A = -247; B = 2; C = -5; D = 19; E = -2; F = 1; G = -9; H = -8
[18] COC(=O)N1CCN(c2ccc(C)c(C)c2)CC1
  A = ·; B = 8; C = 6; D = -7; E = 18; F = ·; G = 19; H = -4
[19] CC(C)C(=O)N1CCC(n2nccc2NC(=O)CCOc2ccccc2)CC1
  A = 6; B = -7; C = -20; D = 1; E = -15; F = 2; G = -9; H = -11
[20] CC1(C)Cc2c(C#N)c(SCC(=O)O)nc(N3CCOCC3)c2CO1
  A = -36; B = 9; C = 2; D = -28; E = -1; F = 3; G = 6; H = 61*
[21] Cc1ccc(NC(=O)CSCC(=O)Nc2nnc(C3CC3)s2)cc1
  A = 0; B = 3; C = 5; D = -3; E = 8; F = 0; G = -1; H = -5
[22] COC(=O)C(N)Cc1ccc(OC)c([N+](=O)[O-])c1 (configuration not stated)
  A = 22; B = 4; C = -2; D = -18; E = -9; F = 1; G = 2; H = -4
[23] COc1ccc(CC(=O)Nc2ccc(-c3csc(C)n3)cc2)cc1
  A = 24; B = -9; C = -8; D = 15; E = -23; F = 2; G = -4; H = -5
[24] Cc1cccc(C(=O)NC2CC3CCCC(C2)N3Cc2ccccc2)c1 (configuration not stated)
  A = 16; B = 11; C = 1; D = -3; E = -20; F = 1; G = 7; H = 1
[25] CCC(=C/c1sc2ccc3ccccc3c2[n+]1C)/C=C1\Sc2ccc3ccccc3c2N1C
  A = -6; B = 14; C = 9; D = 18; E = -2; F = 9; G = -24; H = 6
[26] O=c1[nH]c2c(Br)cnc([N+](=O)[O-])c2[nH]1
  A = 16; B = 1; C = 6; D = -17; E = -7; F = 4; G = 5; H = -7
[27] Cc1c(NC(=O)NC(=O)c2ccc(F)cc2)c(=O)n(-c2ccccc2)n1C
  A = 7; B = -6; C = -12; D = -1; E = -7; F = 3; G = 2; H = -2
[28] COc1nc(Nc2ccc([N+](=O)[O-])cc2)nc(NC2CCCCC2)n1
  A = 14; B = -3; C = 2; D = 14; E = -8; F = 0; G = 5; H = 0
[29] Cc1[nH]c(C)c(S(=O)(=O)N2CCN(c3ccccc3)CC2)c1C(=O)N1CCCCC1
  A = 14; B = -1; C = -5; D = -24; E = 4; F = 1; G = -11; H = -3
[30] Cc1ccc2c(c1)c1c3n2CCCN(Cc2ccccc2)C3CCC1 (configuration not stated)
  A = -44; B = 1; C = 9; D = 6; E = 1; F = -4; G = 1; H = 0
[31] COc1ccc(-c2nc3c4c(ncn3n2)-c2ccccc2CC42CCCC2)cc1
  A = -75; B = -10; C = 5; D = 6; E = 5; F = 1; G = -3; H = -12
[32] O=C(COc1ccc(F)cc1)NCCN1CCCC1
  A = 10; B = 9; C = -2; D = 12; E = 1; F = -3; G = 3; H = -5
[33] C=CCNC(=O)Nc1ccc(Cl)cn1
  A = 13; B = -8; C = -8; D = 0; E = -27; F = 0; G = -25; H = -3
[34] CS(=O)(=O)N1CCC(C(=O)N2CCN(c3ccccc3)CC2)CC1
  A = 6; B = 4; C = -3; D = -2; E = 10; F = 6; G = 4; H = 0
[35] Cc1cc(N=Nc2ccc(C)c(N=Nc3cc(C)c(N)cc3N)c2)c(N)cc1N
  A = 31; B = 53*; C = 6; D = 9; E = 52*; F = 16; G = -69; H = 28
[36] C=CCNS(=O)(=O)c1cc2c3c(c1)CCN3C(=O)CC2
  A = 5; B = -2; C = -1; D = -7; E = -17; F = 2; G = 3; H = -4
[37] CN1C(=O)/C(=C/c2ccccc2F)Sc2ccc(C(=O)N3CCCC3)cc21
  A = -24; B = -12; C = 13; D = 20; E = 2; F = -1; G = -2; H = -6
[38] CCOC(=O)c1c(NC(=O)N/N=C/c2ccc(O)c(OC)c2)sc(C(C)=O)c1C
  A = ·; B = 5; C = 10; D = -63; E = -10; F = ·; G = -12; H = -5
[39] Cc1ccc2c(c1)c1c(n2CC(O)Cn2c(C)nc3ccccc32)CCCC1 (configuration not stated)
  A = 13; B = -3; C = 3; D = 36; E = -13; F = -4; G = 44; H = -2
[40] Cc1ccc(S(=O)(=O)Nc2cccc(C(=O)NCc3ccc(S(N)(=O)=O)cc3)c2)cc1
  A = 9; B = -6; C = -6; D = -2; E = -14; F = 2; G = 15; H = -9
[41] CCOc1cc(/C=C/c2cc(C(F)(F)F)[nH]c(=O)n2)ccc1O
  A = -364; B = 1; C = -8; D = 3; E = -11; F = 28; G = -16; H = -8
[42] COc1ccc(/C=N/OCC(=O)NCC(C)C)c(OC)c1
  A = 8; B = 8; C = -2; D = 1; E = 5; F = 3; G = 4; H = -2
[43] O=C(NCc1cccs1)C1CCCN1C(=O)Nc1cccc(Cl)c1 (configuration not stated)
  A = 6; B = 8; C = -1; D = -2; E = 11; F = 0; G = -4; H = -4
[44] CCn1c2ccccc2c2cc(C3C(C#N)=C(C)NC(C)=C3C#N)ccc21
  A = -280; B = 3; C = 2; D = -3; E = 8; F = -87; G = 40; H = -6
[45] O=C(Nc1ccc(Br)cc1C(=O)O)c1ccc2c(c1)C(=O)N(Cc1ccccc1)C2=O
  A = 5; B = -9; C = 6; D = 8; E = 0; F = -1; G = -14; H = -4

Numbers 34 through 35, quoted:
Labels used below: A = SENP8 block-1; B = SENP8 block-2; C = SENP7 block; D = Apaf-1 inh; E = SENP6 inh; F = SENP1 inh; G = UBC13 polyUb; H = A3G deaminase
[34] CS(=O)(=O)N1CCC(C(=O)N2CCN(c3ccccc3)CC2)CC1
  A = 6; B = 4; C = -3; D = -2; E = 10; F = 6; G = 4; H = 0
[35] Cc1cc(N=Nc2ccc(C)c(N=Nc3cc(C)c(N)cc3N)c2)c(N)cc1N
  A = 31; B = 53*; C = 6; D = 9; E = 52*; F = 16; G = -69; H = 28

Carrying on.
Labels used below: A = SENP8 block-1; B = SENP8 block-2; C = SENP7 block; D = Apaf-1 inh; E = SENP6 inh; F = SENP1 inh; G = UBC13 polyUb; H = A3G deaminase
[46] Cc1cc(C)c(NC(=O)OCCN2CCOCC2)c(C)c1
  A = 10; B = 1; C = 3; D = 7; E = -3; F = -18; G = 5; H = -2
[47] CCc1ccc(C(=O)NNc2cc(Cl)ccc2Cl)cc1
  A = 11; B = -5; C = -3; D = 15; E = -11; F = 1; G = -1; H = -3
[48] O=C(c1cc2c(s1)CCC2)N1C(=O)c2ccccc2S1(=O)=O
  A = 20; B = 8; C = 5; D = 8; E = -8; F = 3; G = -1; H = -3
[49] CC1(C)Cc2c(sc3c2c(=N)n(Cc2ccco2)c(=O)n3CC(=O)Nc2ccccc2)CO1
  A = -17; B = 1; C = -11; D = 15; E = -1; F = -3; G = -12; H = -5
[50] CCn1c(=O)c(C(=O)Nc2ccccn2)c(O)c2ccccc21
  A = -134; B = -4; C = -1; D = 3; E = -2; F = 1; G = 37; H = -3
[51] Cc1cc(O)c2c(C)c(CC(=O)N3CCN(C(=O)C4COc5ccccc5O4)CC3)c(=O)oc2c1 (configuration not stated)
  A = -200; B = 0; C = 1; D = 16; E = -6; F = -10; G = 16; H = 1
[52] O=c1oc(Nc2cccc(F)c2)nc2ccccc12
  A = -249; B = 5; C = -6; D = -12; E = 5; F = 2; G = 5; H = -6
[53] Nc1nnc(-c2ccc(Cl)cc2)o1
  A = 25; B = -3; C = 4; D = -21; E = -14; F = 2; G = 3; H = 5
[54] CC(C)C(=O)n1nc(-c2cccnc2)nc1NCc1cccs1
  A = 10; B = 2; C = 0; D = 0; E = -21; F = 5; G = -4; H = 1
[55] O=C(Cn1cncn1)NCCCc1ccccc1
  A = 6; B = -8; C = -10; D = 0; E = 7; F = -1; G = -2; H = -6
[56] N#CC1(NC(=O)COC(=O)c2ccc(Cl)nc2)CCCCC1
  A = -4; B = 1; C = 7; D = 0; E = -7; F = -1; G = 1; H = 13
[57] CC(C)n1nc(C(=O)OCn2nnc3ccccc3c2=O)c2ccccc2c1=O
  A = 10; B = -7; C = -8; D = -1; E = 8; F = 1; G = 10; H = -1
[58] C/C(=N\NC(=O)c1cnccn1)c1ccc([N+](=O)[O-])cc1
  A = 16; B = 1; C = 6; D = 3; E = -25; F = 3; G = 2; H = 17

An unsorted share of the library; overall some 3.6% were active at least once.
